# Screening data: PubChem BioAssay, National Center for Advancing Translational Sciences (NCATS)
# MBNL1 CUG block – MBNL1-poly(CUG) RNA binding inhibition; Q9NR56; TR-FRET MBNL1-His/biotin-(CUG)12 binding, 665/545 ratio; Potency, µM (series often up to 57.5 µM), inactives show at the highest dose activity change, negative = inhibition, usual class: inhibitors; hit rate 0.036% among 280,000; AID 2675; active = well fitted inhibition curve with a large enough effect in the signal ratio, with a control signal flat, not every such curve was filed as active; inconclusive = small, poorly fitted or top-dose-only effect, or effect the other way, or a change in a side signal; inactive = no such curve, though single readings can be large or run the other way; the % refers to the signal ratio; note: potency is the fitted concentration of half-maximal effect; % is set by controls: 0 for no effect and ±100 for the full control effect
# Target sequence (Q9NR56 whole entry, looked up): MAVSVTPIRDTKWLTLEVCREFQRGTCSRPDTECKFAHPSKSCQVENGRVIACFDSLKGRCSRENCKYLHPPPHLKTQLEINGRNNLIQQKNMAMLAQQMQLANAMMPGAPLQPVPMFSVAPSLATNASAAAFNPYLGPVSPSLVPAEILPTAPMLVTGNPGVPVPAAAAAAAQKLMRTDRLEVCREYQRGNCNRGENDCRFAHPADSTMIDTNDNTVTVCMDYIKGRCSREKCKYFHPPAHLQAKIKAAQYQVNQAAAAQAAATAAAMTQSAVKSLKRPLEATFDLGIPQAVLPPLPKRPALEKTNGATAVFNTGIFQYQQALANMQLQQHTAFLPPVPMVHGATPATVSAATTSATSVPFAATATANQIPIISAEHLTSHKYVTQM
#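 His-tagged MBNL1 binding to biotinylated (CUG)12 RNA was measured by TR-FRET using terbium anti-His antibody (0.055 ng/ul final) and streptavidin-XL665 (5 nM final). Compounds were titrated 92 nM to 58 uM; 60 min at room temperature.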
# Rab9 prom act – activates the Rab9 promoter | Potency, µM (doses to about 9.22 µM), for the others: at the top dose activation, negative = inhibition, usual class: activators | Huh7 Rab9 promoter-luciferase reporter, luminescence, 24 h | hit rate 2.8% among 320,000; note: potency is the fitted concentration of half-maximal effect; % of control where 0% means no effect; nearly all actives have a fitted effect of over 60% in size
#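 Stable Rab9-luc Huh7, 1500 cells/well, 2 h settle; cmpd in DMSO, 24 h, 37 °C/5% CO2; luciferase reagent 10 min RT; luminescence.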
# KCNH2 3.1 inh – inhibitors of human KCNH2 3.1 potassium channel isoform. U2OS KCNH2 3.1, thallium flux FluxOr; hits give low values. activity change, % (tested at about 1.8 µM). hit rate 0.95% among 340,000. AID 720553;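 active = maximum activity change below -70%; inconclusive = maximum activity change from -70% to -50%; inactive = maximum activity change above -50%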;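 note: thallium influx rate constant from kinetic fluorescence after stimulation buffer; % is set by controls: 0 for no effect and ±100 for the full control effect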
#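 Thallium flux read-out: FluxOr dye with Red40 quencher in HBSS/HEPES, 45 min at RT. Rate constants from kinetic reads were normalized to positive and negative DMSO controls. Cells: U2OS virally expressing the 3.1 isoform.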
# Mito fusion yeast – mitochondrial division inhibition or fusion activation; S. cerevisiae fusion-defective mutant growth rescue, CellTiterGlo 48 h; Potency, µM (series often up to 46.1 µM), inactives show at the top dose growth rescue (activation), hits mostly activators; hit rate 0.23% among 320,000;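 note: potency is the fitted concentration of half-maximal effect; % of control where 0% means no effect; nearly all actives have a fitted effect of over 45% in size; temperature-sensitive fusion mutants such as fzo1-1 at 37 °C on non-fermentable ethanol glycerol medium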
#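 Compounds are tested for their ability to restore growth of mitochondrial fusion-defective yeast strains at non-permissive 37C in YPEG medium over 48 hours. Viability is quantified by luciferase luminescence.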
# RORgamma inh – inhibitors of mouse ROR gamma transcriptional activity; P51450; Drosophila S2 Gal4-RORgamma UAS-luciferase reporter, 20 h; Potency, µM (highest dose often 53.6 µM), for the others: top-dose activity change, negative = inhibition, usual class: inhibitors; hit rate 5.4% among 310,000; note: potency is the fitted concentration of half-maximal effect; % is set by controls: 0 for no effect and ±100 for the full control effect; nearly all actives have a fitted effect of over 60% in size
#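 Stable Schneider cell line, Gal4 DNA-binding domain fused to ROR gamma, UAS-luciferase. Cmpd 1 hr RT → CuSO4 700 uM final → 20 hr RT → luciferase reagent 10 min → luminescence.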
# ELG1 DNA repair – ELG1-dependent DNA repair inhibition | HEK293T ELG1-luciferase reporter, luminescence, 16 h; DNA damage induced by 5-fluorouridine | Potency, µM (top dose mostly 46.1 µM), for inactives: at the highest dose activity change, negative = inhibition, hits mostly inhibitors | hit rate 2.3% among 330,000; note: potency is the fitted concentration of half-maximal effect; % is set by controls: 0 for no effect and ±100 for the full control effect; nearly all actives have a fitted effect of over 55% in size
#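 Quantitative HTS, concentration-response format. 2,000 cells/well co-treated with 5-fluorouridine and compound, 16 hr in 5% CO2 at 37 °C; ONE-Glo luminescence read after 30 min.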
# Menin MLL FP TR – displaces Texas Red mutant MLL peptide from human menin; O00255; Menin + Texas Red MLL mutant peptide, fluorescence polarization; Potency, µM (highest dose often 61.6 µM), inactives show at the highest dose FP activity change, negative = inhibition, hits mostly inhibitors; hit rate 0.23% among 270,000; active = well fitted inhibition curve with a large enough effect in the polarisation, with a control signal flat, not every such curve was filed as active; inconclusive = small, poorly fitted or top-dose-only effect, or effect the other way, or a change in a side signal; inactive = no such curve, though single readings can be large or run the other way; the % refers to the polarisation; note: potency is the fitted concentration of half-maximal effect; % of control where 0% means no effect; many of its hits are not listed in these tables
# NPC1 promoter act – NPC1 promoter activation; Huh7 NPC1 promoter luciferase reporter, 24 h; Potency, µM (series often up to 9.22 µM), inactives show at the top dose activation, most hits filed as activators; hit rate 2.4% among 320,000; AID 485313;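 note: potency is the fitted concentration of half-maximal effect; % of control where 0% means no effect; nearly all actives have a fitted effect of over 60% in size; reporter is driven by a mutant NPC1 promoter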
#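 Huh7 cells stably carrying NPC1 promoter–luciferase, plated in Opti-MEM with 10% FBS for 2 h, were exposed to compound in DMSO for 24 h at 37 °C; luciferase reagent was added for 10 min and luminescence read.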
# FLuc counter – inhibits or activates purified firefly luciferase, miR-21 counter-screen. P08659. purified FLuc, Km substrates, luminescence inhibition. Potency, µM (doses to about 57.5 µM), for the others: top-dose activity change, negative = inhibition, usual class: inhibitors. hit rate 6.9% among 360,000. AID 588342;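 note: potency is the fitted concentration of half-maximal effect; plate controls were vehicle for no effect and reference inhibitor for full effect; nearly all actives have a fitted effect of over 55% in size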
#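 Purified P. pyralis luciferase (10nM final) with 10uM D-luciferin and 10uM ATP (Km levels) in 50mM Tris acetate pH 7.5, 10mM Mg acetate, 0.01% Tween-20, 0.05% BSA; qHTS 6-point titration, ~60 µM downward; luminescence read.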
# PKM2 activator – increases activity of human pyruvate kinase M2 | P14618 | purified PKM2, Kinase-Glo ATP luminescence, activation; response scale: 0% is enzyme alone, no compound | Potency, µM (series often up to 57.5 µM), inactives show top-dose activation, hits mostly activators | hit rate 0.34% among 260,000 | AID 1631; note: potency is the fitted concentration of half-maximal effect; % is set by controls: 0 for no effect and ±100 for the full control effect; nearly all actives have a fitted effect of over 55% in size
# Target sequence (P14618 whole entry, looked up): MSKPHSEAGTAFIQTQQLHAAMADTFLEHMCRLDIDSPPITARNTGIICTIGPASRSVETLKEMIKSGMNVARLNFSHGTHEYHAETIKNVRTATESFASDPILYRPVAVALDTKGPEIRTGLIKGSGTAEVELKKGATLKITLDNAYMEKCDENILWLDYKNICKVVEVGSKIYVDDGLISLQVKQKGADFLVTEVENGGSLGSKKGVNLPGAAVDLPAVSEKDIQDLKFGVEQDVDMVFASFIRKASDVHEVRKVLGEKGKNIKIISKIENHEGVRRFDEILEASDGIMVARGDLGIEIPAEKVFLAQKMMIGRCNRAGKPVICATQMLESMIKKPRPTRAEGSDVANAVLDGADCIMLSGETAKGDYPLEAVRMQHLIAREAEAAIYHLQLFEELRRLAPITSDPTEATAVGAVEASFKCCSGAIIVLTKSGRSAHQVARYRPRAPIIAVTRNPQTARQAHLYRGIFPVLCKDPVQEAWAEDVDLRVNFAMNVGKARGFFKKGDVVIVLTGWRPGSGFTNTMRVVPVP
#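 hPK-M2, >95% pure; 0.1 mM ADP / 0.5 mM PEP final; imidazole pH7.2 buffer w/ 7 mM MgCl2, 50 mM KCl; 1 h RT; Kinase-Glo lum. Intermediate enzyme activity for dual inhibitor/activator qHTS.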
# Gal4-VP16 FLuc – Gal4-VP16 reporter inhibition counter-screen | Potency, µM (series often up to 53.6 µM), for inactives: at the top dose activity, negative = inhibition, hits mostly inhibitors | AID 2546 | hit rate 3.5% among 310,000 | Drosophila S2 Gal4-VP16 UAS-luciferase, luminescence, 20 h;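 note: Gal4-VP16 expression switched on by copper sulfate through the metallothionein promoter; potency is the fitted concentration of half-maximal effect; % is set by controls: 0 for no effect and ±100 for the full control effect; nearly all actives have a fitted effect of over 50% in size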
# Numbers without * were called inactive; ? = inconclusive; . = no result given; [ ] = dose if it differs, or a comment. Unless noted, calls come from the whole dose curve; as a rule, active = well fitted curve in the direction sought with a large enough effect; inconclusive = small, poorly fitted or top-dose-only effect, or another doubt; inactive = no such curve, though single readings can be large; an effect the other way counts as inactive or inconclusive.
SMILES,MBNL1 CUG block,Rab9 prom act,KCNH2 3.1 inh,Mito fusion yeast,RORgamma inh,ELG1 DNA repair,Menin MLL FP TR,NPC1 promoter act,FLuc counter,PKM2 activator,Gal4-VP16 FLuc
CSc1nc(C)cc(OCCO)n1,-4.8%,-3.6%,6.9,?,-74.7%,21.2%,2.7%,12.6%,-2.9%,-1.5%,-0.1%
Cc1cc(C)cc(N(CC(=O)N2CCN(c3ccccc3)CC2)S(=O)(=O)c2c(C)noc2C)c1,-4.3%,4.4%,3.0,0.9%,18.5%,?,-0.2%[11.7 µM],0.4%,3.0%,?,4.7%
CN1CCN(NC(=O)c2cccc(C(F)(F)F)c2)CC1,-5.0%,-3.7%,2.8,2.5%,-10.5%,14.2%,.,0.6%,-1.1%,-1.3%,3.2%
COc1cccc(-c2nc(CS(=O)CC(=O)NC3CCCCC3)c(C)o2)c1 (centres undefined),5.2%,-0.8%,3.7,-3.4%,-20.0%,-5.4%,-12.0%,2.1%,-3.6%,-26.0%,-5.7%
COC(=O)c1ccc(SCC(=O)NCc2ccccc2)c([N+](=O)[O-])c1,?,-3.3%,8.2,4.7%,-3.7%,2.0%,18.1%,-0.4%,0.2%,.,6.6%
COc1ccc(N2CCN(C(=O)COc3ncnc4ccccc34)CC2)cc1,-4.1%,1.7%,10.7,9.2%,15.8%,28.0%,-1.1%,0.3%,-5.4%,1.2%,1.6%
Cc1ccc(-n2ccnc(SCC(=O)NC3CCCC3)c2=O)cc1Cl,.,-2.1%,10.4,-2.0%,.,9.0%,.,2.0%,2.2%,.,.
CC12COC3(C(=O)Nc4ccc(Cl)cn4)CC1CCC32C (centres undefined),0.7%,-7.8%,4.4,9.8%,14.6%,9.8%,13.6%,-0.9%,-2.5%,-2.8%,5.2%
CN(C(=O)c1ccccn1)c1nnc(-c2cnccn2)s1,8.4%,?,-7.7,-0.3%,13.7%,2.6%,-10.6%,?,10.7µM*,1.3%,12.0%
O=S(=O)(c1ccccc1)N1CCN=C1SCc1ccccc1,6.4%,-2.7%,10.8,0.6%,0.6%,11.6%,6.3%,-6.0%,1.1%,8.4%,-2.6%
CN(c1ccccc1)S(=O)(=O)c1cccc(NC(=O)c2cccc(C#N)c2)c1,.,-8.8%,-8.3,4.2%,.,?,.,-6.3%,6.0%,.,.
Cc1ccc2nc(-c3ccc(NC(=O)C4CCCO4)cc3)[nH]c2c1 (centres undefined),1.7%,0.316µM*,-11.0,1.8%,6.31µM*,?,-2.8%,0.282µM*,0.601µM*,-5.3%,7.08µM*
Cc1ccc(Cc2c[nH]c(=S)s2)cc1,-5.4%,-2.5%,9.1,-0.2%,?,-5.3%,22.5%,-2.0%,?,0.5%,?
CSc1nc(-c2ccco2)nn1S(C)(=O)=O,-11.8%,0.7%,2.8,2.2%,2.7%,1.9%,-14.5%,-0.2%,1.5%[2.3 µM],-0.7%,1.3%
CCn1ncc(C2=NOC(C(=O)Nc3ccc(C)cc3)C2)c1C (centres undefined),-2.2%,-9.5%,-1.9,0.1%,22.5%,-15.7%,.,2.4%,0.6%,-5.4%,-10.2%
Cc1cccc(-n2c(O)c(C=NC3CCS(=O)(=O)C3)c3ccccc3c2=O)c1 (centres undefined),?,-0.2%,-1.0,-2.9%,40.3%,-1.0%,-31.5%,1.2%,6.8%,-1.2%,-10.6%
O=C(N/N=C/c1cc2c(cc1Br)OCO2)c1cccnc1,?,0.2%,-33.2,0.6%,-1.8%,5.3%,4.7%,4.0%,-16.7%,-12.5%,6.4%
O=[N+]([O-])c1ccc(Nc2ccccc2O)c2nonc12,?,1.1%,19.1,-9.0%,?,?,-29.8%,-0.8%,-8.9%,-2.2%,-1.3%
CCOC(=O)N1CCC(n2c(SCC(=O)NCCC3=CCCCC3)nc3ccccc3c2=O)CC1,3.7%,-0.3%,-21.0,16.9%,?,?,-2.9%,-2.5%,-2.3%,10.9%,?
O=C(CSc1ncnc2c1cnn2-c1ccc(F)cc1)NCC1CCCO1 (centres undefined),-0.3%,-12.5%,-5.0,-5.4%,35.1%,14.7%,.,-3.2%,-19.4%,-6.2%,-29.3%
NC(=O)COc1ccc(/C=N/NC(=O)C2CCCN2S(=O)(=O)c2ccc(Cl)cc2)cc1 (centres undefined),-3.3%,-1.2%,-4.4,-1.4%,-8.4%,-0.4%,1.7%,-1.1%,1.9%,-4.7%,-1.3%
CCCCn1c(-c2ccc([N+](=O)[O-])cc2)n[nH]c1=S,?,6.7%,2.0,-7.4%,2.24µM*,5.9%,10.3%,0.3%,-5.1%,-8.8%,8.91µM*
COc1cc(NC(=O)CSc2nnc(-c3cc(C)on3)o2)cc(OC)c1,2.1%,1.8%,-7.7,-2.6%,-10.8%,5.6%,?,-3.5%,-0.6%,-5.5%,0.0%
Cc1ccc(C(=O)COC(=O)c2cnccn2)cc1C,6.9%,1.1%,.,-0.4%,15.0%,6.7%,-0.6%,0.6%,21.3µM*,.,-5.5%
N#CCOc1coc(CN2CCN(c3ccccc3)CC2)cc1=O,-0.5%,1.1%,-10.8,0.1%,-10.8%,?,.,13.9%,1.2%,.,-2.0%
Clc1cccc(C2CCN(Cc3nc(COc4ccccc4)no3)C2)c1 (centres undefined),0.7%,0.0%,-6.0,-2.9%,18.5%,15.2%,-29.5%,-1.7%,-7.1%,0.0%,-5.7%
O=c1[nH]nc(-c2ccc(F)cc2)cc1-c1ccccc1,14.5%,1.0%,-3.1,-1.7%,26.5%,0.4%,-10.8%,2.5%,1.4%,.,-13.3%
Oc1ccc2ccccc2c1CNn1cnnc1,2.6%,0.7%,-5.2,-0.2%,0.4%,-11.7%,2.7%,1.2%,7.1%,-2.1%,0.2%
COc1ccccc1NC(=S)NNC(=O)c1ccncc1,-2.1%,-0.8%,1.6,-8.7%,-35.4%,8.3%,-0.1%,-11.1%,-13.9%,-2.4%,-2.6%
Cc1c(C(=O)OCC(=O)NC2CCCCC2)oc2ccccc12,.,1.9%,10.1,3.2%,.,9.7%,.,-3.7%,-1.7%,.,.
COc1ccccc1NC(=O)CN1CCN(CC(=O)Nc2ccc(F)cc2F)CC1,-3.4%,?,-86.4*,-5.2%,24.0%,?,-0.7%,21.7%,?,.,?
O=C(NN1C(=O)C2C3C=CC(C4CC34)C2C1=O)c1cccc(Br)c1 (centres undefined),-1.6%,-1.1%,-8.2,-3.5%,28.4%,0.0%,.,-11.1%,-7.9%,-6.7%,-0.8%
O=C(COC(=O)c1cccc(S(=O)(=O)N2CCCCCC2)c1)Nc1ccccc1,.,0.1%,-0.4,3.7%,.,5.2%,.,-2.2%,6.9%,.,.
CCc1noc(C)c1C(=O)Nc1nc2c(C)cc(C)cc2s1,.,-4.1%,4.1,?,.,24.2%,.,-12.1%,10.7µM*,.,.
COc1ccccc1NC(=O)C1(c2ccccc2)CCCC1,-1.5%,1.4%,-48.7,?,33.3%,-21.0%,-0.1%,0.2%,0.4%,-0.3%,-2.0%
COc1cccc(-c2cc(C(=O)NC3CCCCC3)no2)c1,0.6%,3.16µM*,-12.8,5.6%,11.3%,?,?,?,6.01µM*,0.5%,24.4%
O=C(CSc1ncnc2ccccc12)c1cccs1,?,0.447µM*,-3.9,5.2%,?,?,3.5%,1.78µM*,1.51µM*,-8.8%,?
CCCCn1cc2c(c1-c1cccc(C)c1)c(=O)n(C)c(=O)n2C,-2.8%,2.5%,23.5,4.1%,?,-1.8%,.,-0.5%,-5.5%,-3.8%,1.5%
NS(=O)(=O)c1cc(C(=O)NC2CCSc3ccccc32)ccc1Cl (centres undefined),-4.7%,6.0%,-21.1,-2.7%,18.7%,11.4%,18.9%,9.7%,2.1%,-5.6%,10.4%
O=C(Nc1ccc2nc(-c3cccnc3)[nH]c2c1)c1ccco1,-0.9%,-3.7%,2.9,-4.5%,31.5%,10.9%,-3.8%,-3.4%,?,-2.4%,20.0%
C/C(=N\NC(=O)Cn1ccc(C(F)(F)F)n1)c1ccco1,.,0.4%,2.7,-6.3%,13.7%,24.3%,-2.1%,-7.3%,-2.5%,1.1%,2.9%
c1coc(CNCc2cccs2)c1,?,-2.3%,4.0,2.0%,-13.8%,1.9%,-8.5%,-1.1%,0.5%,3.7%,5.3%

# A portion of the library. The share of hits here may be higher or lower than overall.
